Assay outcomes: PubChem BioAssay, several laboratories
CendR NRP1 mod – modulators of CendR peptide binding to human neuropilin-1. O14786. FAM-RPARPAR peptide binding to NRP-1, fluorescence polarization. inhibition, % at 25 µM. actives 0.85% (n = 360,000);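 active = inhibition or corrected inhibition above about 18%, plus a signal ratio from 0.5 to 1.5, limit read from the data, passing the limit was not always enough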; also: strong numbers were not always called active
Tb MetRS inh – blocks T. brucei methionyl-tRNA synthetase activity | purified T. brucei MetRS, ATP depletion, Kinase-Glo luminescence | inhibition, % at 11.9 µM | actives 0.4% (n = 360,000) | AID 624268;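 active = inhibition above a per-plate cutoff of the control wells' mean inhibition plus 3 SD, cut at about 5.5% in these data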;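 also: 0% = DMSO wells median and 100% = median of wells with control inhibitor compound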
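Material – parasite MetRS enzyme · Medium – HEPES-MgCl2-KCl buffer plus DTT, spermine, BSA, pyrophosphatase · Reagent – ATP, methionine and E. coli bulk tRNA substrates · Times – 15 min enzyme-compound preincubation, 2 h reaction, 10 min detection, 25 °C · Measured by – luminescence of leftover ATP · Evaluation – percent inhibition relative to median high and low control wells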
LMPTP block – LMPTP (human) inhibition; actives 0.22% (n = 360,000); P24666; recombinant LMPTP-A, OMFP fluorogenic substrate, fluorescence intensity; AID 651560; inhibition, % at 20 µM;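 active = compounds that cut the enzyme signal by at least half of the control window in the single-dose screen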;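 also: plate controls were DMSO wells with enzyme plus substrate for no effect and substrate without enzyme for full effect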
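material = LMPTP-A | quantity = 0.625 nM enzyme | reagent = OMFP substrate, 400 µM final | buffer or medium = Bis-Tris pH 6.0, DTT, detergent | detection = endpoint fluorescence intensity from OMFP dephosphorylation | dosing = single 20 µM dose | read-out basis = % inhibition relative to no-enzyme and uninhibited control wells | control set = no-enzyme and uninhibited controls | timing = 50 min at room temperature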
MsrA inh – inhibits bovine methionine sulfoxide reductase A; purified bovine MsrA, absorbance read-out; inhibition, % at 15.5 µM; actives 0.75% (n = 360,000); AID 651718; in the data active = inhibition above about 4.5%;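 also: 0% = vehicle wells with enzyme and 100% = reference inhibitor wells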
SUMO1 PPI mod – SUMO1-SIM interaction modulation; P63165; SUMO1 binding to a labelled peptide, TR-FRET, 1 h; inhibition, % at 20 µM; actives 0.33% (n = 360,000); AID 602429; in the data active = inhibition above about 37%
Target sequence (P63165 whole entry, looked up): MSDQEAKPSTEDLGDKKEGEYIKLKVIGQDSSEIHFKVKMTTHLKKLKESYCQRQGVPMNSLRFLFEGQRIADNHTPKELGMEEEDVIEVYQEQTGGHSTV
eLon inh – inhibitors of E. coli Lon protease; P0A9M0; purified E. coli Lon protease, fluorescence polarization; inhibition, % at 7.94 µM; actives 0.42% (n = 360,000); in the data active = inhibition above about 13%, passing the limit was not always enough;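 also: 0% = enzyme with probe and DMSO and 100% = no enzyme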
Target sequence (P0A9M0 whole entry, looked up): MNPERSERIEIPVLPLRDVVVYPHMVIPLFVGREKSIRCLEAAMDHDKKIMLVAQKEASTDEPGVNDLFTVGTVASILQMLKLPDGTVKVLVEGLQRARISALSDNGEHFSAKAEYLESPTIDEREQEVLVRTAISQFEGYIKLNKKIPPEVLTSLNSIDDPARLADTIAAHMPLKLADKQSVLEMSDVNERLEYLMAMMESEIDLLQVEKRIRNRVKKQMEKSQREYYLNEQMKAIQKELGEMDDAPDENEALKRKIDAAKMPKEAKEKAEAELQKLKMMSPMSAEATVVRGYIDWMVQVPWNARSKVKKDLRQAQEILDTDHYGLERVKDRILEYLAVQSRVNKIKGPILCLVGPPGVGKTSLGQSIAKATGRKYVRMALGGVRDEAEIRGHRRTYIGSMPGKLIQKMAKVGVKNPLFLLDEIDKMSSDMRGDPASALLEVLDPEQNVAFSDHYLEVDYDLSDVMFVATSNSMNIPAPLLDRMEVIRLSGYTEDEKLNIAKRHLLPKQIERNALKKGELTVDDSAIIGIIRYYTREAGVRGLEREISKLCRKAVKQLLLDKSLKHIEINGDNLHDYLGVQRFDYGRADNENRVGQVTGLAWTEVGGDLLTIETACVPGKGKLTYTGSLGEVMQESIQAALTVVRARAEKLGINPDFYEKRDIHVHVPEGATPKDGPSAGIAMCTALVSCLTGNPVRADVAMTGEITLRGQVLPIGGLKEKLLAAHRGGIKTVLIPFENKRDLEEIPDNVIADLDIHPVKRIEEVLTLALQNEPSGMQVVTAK
DNMT1 inh – inhibitors of human DNMT1; inhibition (reported as % activation of signal), % at 10 µM; DNMT1 molecular beacon, Hinp1I cleavage, fluorescence; actives 0.83% (n = 360,000); P26358; in the data active = inhibition above about 50%
MsrA act – activators of bovine methionine sulfoxide reductase A | purified bovine MsrA, absorbance read-out | activation, % at 10.6 µM | actives 0.3% (n = 360,000); in the data active = activation above about 7.5%;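 also: 0% = vehicle and 100% = reference activator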
Scp1 inh – blocks human Scp-1 phosphatase activity; Q9GZU7; inhibition, % at 20 µM; Recombinant Scp1, phosphopeptide, malachite green phosphate absorbance; actives 0.88% (n = 340,000); AID 493091;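 active = inhibition above about 50% at 20 µM, limit read from the data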;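 also: plate controls were DMSO wells with enzyme for no effect and wells lacking enzyme for full effect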
Target sequence (Q9GZU7 76-261 limits assumed): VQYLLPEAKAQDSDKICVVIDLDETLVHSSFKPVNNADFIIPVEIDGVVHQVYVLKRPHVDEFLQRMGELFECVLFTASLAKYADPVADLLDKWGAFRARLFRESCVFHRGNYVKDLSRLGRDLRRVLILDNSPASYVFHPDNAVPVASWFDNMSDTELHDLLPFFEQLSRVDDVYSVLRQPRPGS
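assay system = SCP-1 phosphatase catalytic domain, residues 76-261 | buffer or medium = 50 mM Tris acetate pH 5.5, 0.005% Tween-20, 10 mM MgCl2 | incubation = enzyme reaction 45 min at room temperature, colour 5 min, stabilisation 30 min | signal = Phosphate-binding colour reagent, absorbance read at 630 nm | measure = % inhibition at 20 µM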
STEP block – blocks human striatal-enriched tyrosine phosphatase | inhibition, % at 20 µM | AID 588621 | recombinant STEP, OMFP fluorogenic substrate, fluorescence | P54829 | actives 0.25% (n = 360,000);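 active = inhibition at 20 µM, scaled per plate between control wells, above about 37%, limit read from the data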;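 also: 0% = DMSO with enzyme and substrate and 100% = substrate only without enzyme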
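Assay system: isolated STEP enzyme / Timing: 20 min at room temperature, dark / Doses: 20 µM, 1% DMSO / Technique: fluorescence intensity, excitation 480 nm, emission 540 nm / Reagent: fluorogenic phosphatase substrate OMFP at 25 µM final / Measure: percent inhibition scaled to no-enzyme and uninhibited-enzyme controls, plate-pattern corrected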
* = called active by the depositor; nt = no result given.

#1 CCOc1cc(C2C3=C(CC(C)(C)CC3=O)Nc3n[nH]c(C)c32)ccc1O (stereo not drawn)
#2 COc1cc(OC)cc(C(=O)NCCCN2CCN(CCCNC(=O)c3cc(OC)cc(OC)c3)CC2)c1
#3 Cc1cc(C)c(OCCN2CCOCC2)c(Cl)c1
#4 O=C(CSc1ncn[nH]1)N1CCN(S(=O)(=O)c2ccc(Cl)cc2)CC1
#5 Brc1cnc(OCc2ccccc2)nc1OCc1ccccc1
#6 CCOc1ccccc1/C=C(/NC(=O)c1ccccc1)C(=O)NC(C)c1ccccc1 (stereo not drawn)

compound no.	1	2	3	4	5	6
CendR NRP1 mod	1	-2	-8	-3	2	-8
Tb MetRS inh	0.4	0.4	-1.4	-0.2	-0.1	0.0
LMPTP block	0.6	-3.2	-2.2	-0.6	1.1	-1.5
MsrA inh	1.0	0.1	0.8	1.3	1.1	-0.2
SUMO1 PPI mod	5	1	3	5	3	0
eLon inh	-1	-4	-9	-7	2	-10
DNMT1 inh	0	-15	-4	10	9	1
MsrA act	2	-1	-5	0	-1	-1
Scp1 inh	-2	-8	-4	-6	-5	-13
STEP block	-2	8	2	1	1	-2

Reprinted at random: 5 compounds from above.
#1 CCOc1cc(C2C3=C(CC(C)(C)CC3=O)Nc3n[nH]c(C)c32)ccc1O (stereo not drawn)
#5 Brc1cnc(OCc2ccccc2)nc1OCc1ccccc1
#3 Cc1cc(C)c(OCCN2CCOCC2)c(Cl)c1
#2 COc1cc(OC)cc(C(=O)NCCCN2CCN(CCCNC(=O)c3cc(OC)cc(OC)c3)CC2)c1
#6 CCOc1ccccc1/C=C(/NC(=O)c1ccccc1)C(=O)NC(C)c1ccccc1 (stereo not drawn)

compound no.	1	5	3	2	6
CendR NRP1 mod	1	2	-8	-2	-8
Tb MetRS inh	0.4	-0.1	-1.4	0.4	0.0
LMPTP block	0.6	1.1	-2.2	-3.2	-1.5
MsrA inh	1.0	1.1	0.8	0.1	-0.2
SUMO1 PPI mod	5	3	3	1	0
eLon inh	-1	2	-9	-4	-10
DNMT1 inh	0	9	-4	-15	1
MsrA act	2	-1	-5	-1	-1
Scp1 inh	-2	-5	-4	-8	-13
STEP block	-2	1	2	8	-2

Continuation.
#7 CCCCCCCNC(=O)C1(CC2CC(c3ccc(Cl)cc3)=NO2)CCNCC1 (stereo not drawn)
#8 C=CCNC(=S)/C(=C(\[O-])c1ccc(Cl)cc1)[n+]1ccccc1
#9 CC[C@]12C(=O)N(C)C[C@H]([C@@H]3C(=O)N(C)C(=O)[C@@H]31)N2C(=O)c1ccc(Cl)cc1
#10 COc1ccc(C(C)(C)C)cc1NC(=O)CNc1cccc2ccccc12
#11 CC(NC(=S)NC(=O)c1ccccc1)c1ccccc1 (stereo not drawn)
#12 Cc1cc(C)c(NC(=O)c2ccc(CN3CCc4ccccc4C3)cc2)c(C)c1

compound no.	7	8	9	10	11	12
CendR NRP1 mod	7	-9	12	12	6	6
Tb MetRS inh	-0.6	-0.4	-0.2	-1.2	-0.6	-0.2
LMPTP block	-4.2	3.7	-0.1	4.5	2.5	-0.1
MsrA inh	-0.7	-1.1	-1.0	1.2	-0.8	-0.7
SUMO1 PPI mod	-61	4	0	-5	4	-4
eLon inh	8	-5	2	2	-1	-4
DNMT1 inh	-12	5	1	-37	-7	-6
MsrA act	-12	-3	0	-5	1	1
Scp1 inh	-6	2	-2	-4	-11	3
STEP block	1	1	-3	2	-1	2

#13 COc1cc2c(c(OC)c1OC)-c1c(cc3c(c1O)OCO3)C[C@@H](C)[C@@H](C)C2
#14 COc1ccccc1CCc1nnc(CCC(=O)NC(C)Cc2cccs2)o1 (stereo not drawn)
#15 Cc1cccc2c(CC(=O)O)noc12
#16 O=C(COc1ccc(Cl)cc1)Nc1ccc(Cl)cn1
#17 CCc1nnc(NS(=O)(=O)c2ccc(NC(=O)c3cccc(OC(F)(F)C(F)F)c3)cc2)s1
#18 CC(C)CC(=O)N1CCN(Cc2ccc(Cl)cc2)CC1

compound no.	13	14	15	16	17	18
CendR NRP1 mod	11	5	5	-12	1	11
Tb MetRS inh	-0.1	-0.4	-0.8	-0.3	2.5	2.0
LMPTP block	0.3	0.1	-1.2	-1.1	1.4	-0.9
MsrA inh	0.4	-0.9	0.7	1.3	-0.3	-0.9
SUMO1 PPI mod	6	25	-3	0	25	2
eLon inh	-3	-10	-6	6	1	-3
DNMT1 inh	-1	-1	-6	-2	-4	-5
MsrA act	-1	0	-8	1	1	-3
Scp1 inh	-7	-8	4	3	-7	-4
STEP block	1	-2	-1	6	-4	-4

#19 CCOC(=O)CCCc1ccc(/C(C)=N/NC(N)=S)cc1
#20 Cc1ccc(S(=O)(=O)N2CCOCC2)cc1C(=O)Nc1ccc(N2CCCCCC2)cc1
#21 Cc1cc(C(=O)NC2CCCCCCC2)ccc1[N+](=O)[O-]
#22 Cc1nn2cnnc2c(C)c1Cc1ccc(Cl)cc1
#23 C[C@]12CCC(O)CC1=CCC1C2CC[C@]2(C)/C(=N\NC(N)=S)CCC12 (stereo partly drawn)
#24 CCCCCCn1c(SCCCC)nc2c1c(=O)[nH]c(=O)n2C

compound no.	19	20	21	22	23	24
CendR NRP1 mod	0	4	11	3	3	4
Tb MetRS inh	-1.0	-0.3	-0.6	-1.2	-0.8	-0.7
LMPTP block	-0.3	0.9	0.5	0.2	0.8	-0.6
MsrA inh	-0.3	1.1	-1.2	-0.4	1.3	0.3
SUMO1 PPI mod	1	5	-11	-2	-1	-1
eLon inh	10	-1	-5	-8	-7	3
DNMT1 inh	2	-5	1	-3	7	9
MsrA act	1	-4	-2	-4	1	0
Scp1 inh	37	3	-10	-1	5	3
STEP block	-4	2	-2	0	2	-1

A different layout for some results above.
20: Cc1ccc(S(=O)(=O)N2CCOCC2)cc1C(=O)Nc1ccc(N2CCCCCC2)cc1
  CendR NRP1 mod: 4
  Tb MetRS inh: -0.3
  LMPTP block: 0.9
  MsrA inh: 1.1
  SUMO1 PPI mod: 5
  eLon inh: -1
  DNMT1 inh: -5
  MsrA act: -4
  Scp1 inh: 3
  STEP block: 2
19: CCOC(=O)CCCc1ccc(/C(C)=N/NC(N)=S)cc1
  CendR NRP1 mod: 0
  Tb MetRS inh: -1.0
  LMPTP block: -0.3
  MsrA inh: -0.3
  SUMO1 PPI mod: 1
  eLon inh: 10
  DNMT1 inh: 2
  MsrA act: 1
  Scp1 inh: 37
  STEP block: -4
21: Cc1cc(C(=O)NC2CCCCCCC2)ccc1[N+](=O)[O-]
  CendR NRP1 mod: 11
  Tb MetRS inh: -0.6
  LMPTP block: 0.5
  MsrA inh: -1.2
  SUMO1 PPI mod: -11
  eLon inh: -5
  DNMT1 inh: 1
  MsrA act: -2
  Scp1 inh: -10
  STEP block: -2

Further structures:
#25 Cc1ccc(S(=O)(=O)CC(O)COc2ccc(F)cc2Cl)cc1 (stereo not drawn)
#26 COC(=O)CSCc1nc2ccccc2[nH]c1=O
#27 NC(=O)c1c(NC(=O)c2cccnc2)sc2c1CCCCC2
#28 COCCCNC(=O)Cc1coc2ccc3ccccc3c12
#29 CC(C)(CNC(=O)Cc1ccc(Br)cc1)N1CCOCC1
#30 c1ccc(CCc2nc(-c3cccnc3)no2)cc1

compound no.	25	26	27	28	29	30
CendR NRP1 mod	0	-96	-4	-17	2	-4
Tb MetRS inh	-0.7	-0.6	0.3	-0.9	-0.8	0.0
LMPTP block	-1.5	-1.1	0.2	-0.6	0.1	0.4
MsrA inh	-0.4	0.0	4.1	1.9	-0.5	-1.0
SUMO1 PPI mod	0	-8	12	0	1	3
eLon inh	6	-54	-2	-15	2	-2
DNMT1 inh	0	-6	-2	-10	3	2
MsrA act	-10	-12	-3	0	-7	-1
Scp1 inh	0	6	-1	-14	-1	-13
STEP block	-3	2	4	4	-2	1

Exported with two lines to a compound: 2 of the compounds above
Value order: CendR NRP1 mod	Tb MetRS inh	LMPTP block	MsrA inh	SUMO1 PPI mod	eLon inh	DNMT1 inh	MsrA act	Scp1 inh	STEP block
26) COC(=O)CSCc1nc2ccccc2[nH]c1=O
  -96	-0.6	-1.1	0.0	-8	-54	-6	-12	6	2
27) NC(=O)c1c(NC(=O)c2cccnc2)sc2c1CCCCC2
  -4	0.3	0.2	4.1	12	-2	-2	-3	-1	4

The results go on.
#31 COC(=O)C1(C(=O)OC)C[C@H](c2ccc(OC)cc2)N(Cc2ccccc2OC)[C@@H]1c1ccc(OC)cc1
#32 CN(CC(=O)Nc1ccc(Cl)cc1)S(=O)(=O)c1ccc2c(c1)n(C)c(=O)c(=O)n2C
#33 COc1ccc(C(=O)c2sc3nc(-c4ccc(OC)cc4)ccc3c2N)cc1
#34 O=C(O)CSC(C(=O)Nc1ccc(Br)cc1)c1ccc(Cl)cc1 (stereo not drawn)
#35 Cc1cccc2sc(N(CCCN(C)C)C(=O)CN3C(=O)c4ccccc4C3=O)nc12
#36 O=C(O)c1cccc(S(=O)(=O)Nc2ccc(Cc3ccncc3)cc2)c1

compound no.	31	32	33	34	35	36
CendR NRP1 mod	-8	20	-30	16	10	0
Tb MetRS inh	0.3	0.1	-0.9	3.5	0.2	0.1
LMPTP block	1.6	-1.2	1.4	0.1	0.3	0.2
MsrA inh	0.1	0.8	-0.8	-0.8	-0.1	0.4
SUMO1 PPI mod	-6	-38	-7	2	-13	-2
eLon inh	nt	1	-23	3	7	-8
DNMT1 inh	nt	1	-6	-3	-2	2
MsrA act	nt	-4	-4	-3	0	1
Scp1 inh	nt	-3	-13	-15	-9	5
STEP block	nt	1	-1	3	1	1

#37 N#Cc1c(C(F)(F)F)cc(-c2cccs2)nc1N1CCCCC1
#38 Cc1ccc(CNC(=O)CCCCn2c(=O)[nH]c3ccsc3c2=O)cc1
#39 Nc1nc2ccc(S(=O)(=O)N3CCCCC3)cc2s1
#40 O=C(C(Cc1ccccc1)n1cccc1)N1CCCCC1 (stereo not drawn)

compound no.	37	38	39	40
CendR NRP1 mod	-15	-2	0	1
Tb MetRS inh	-0.4	0.1	-0.1	-1.2
LMPTP block	2.5	2.6	0.1	-0.8
MsrA inh	0.1	-0.7	0.3	-0.9
SUMO1 PPI mod	-6	0	7	2
eLon inh	13	-13	-4	-6
DNMT1 inh	-2	-1	-8	2
MsrA act	-4	-5	4	-6
Scp1 inh	-5	6	-9	-1
STEP block	4	-2	-2	3
